Compound activity from PubChem BioAssay.
ERAP1 inh: blocks human ERAP1 aminopeptidase activity. Q9NZ08. recombinant ERAP1, Leu-AMC fluorescence, 60 min. inhibition, % at 10.7 µM. actives 0.15% (n = 340,000);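 active means mean replicate inhibition of at least 30%, or all replicates individually reaching that 30% level; inactive means mean below 30% and not every replicate reaching it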;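 further: 0% = neutral control wells and 100% = L-leucinethiol positive control wells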
Target sequence (Q9NZ08 whole entry, looked up): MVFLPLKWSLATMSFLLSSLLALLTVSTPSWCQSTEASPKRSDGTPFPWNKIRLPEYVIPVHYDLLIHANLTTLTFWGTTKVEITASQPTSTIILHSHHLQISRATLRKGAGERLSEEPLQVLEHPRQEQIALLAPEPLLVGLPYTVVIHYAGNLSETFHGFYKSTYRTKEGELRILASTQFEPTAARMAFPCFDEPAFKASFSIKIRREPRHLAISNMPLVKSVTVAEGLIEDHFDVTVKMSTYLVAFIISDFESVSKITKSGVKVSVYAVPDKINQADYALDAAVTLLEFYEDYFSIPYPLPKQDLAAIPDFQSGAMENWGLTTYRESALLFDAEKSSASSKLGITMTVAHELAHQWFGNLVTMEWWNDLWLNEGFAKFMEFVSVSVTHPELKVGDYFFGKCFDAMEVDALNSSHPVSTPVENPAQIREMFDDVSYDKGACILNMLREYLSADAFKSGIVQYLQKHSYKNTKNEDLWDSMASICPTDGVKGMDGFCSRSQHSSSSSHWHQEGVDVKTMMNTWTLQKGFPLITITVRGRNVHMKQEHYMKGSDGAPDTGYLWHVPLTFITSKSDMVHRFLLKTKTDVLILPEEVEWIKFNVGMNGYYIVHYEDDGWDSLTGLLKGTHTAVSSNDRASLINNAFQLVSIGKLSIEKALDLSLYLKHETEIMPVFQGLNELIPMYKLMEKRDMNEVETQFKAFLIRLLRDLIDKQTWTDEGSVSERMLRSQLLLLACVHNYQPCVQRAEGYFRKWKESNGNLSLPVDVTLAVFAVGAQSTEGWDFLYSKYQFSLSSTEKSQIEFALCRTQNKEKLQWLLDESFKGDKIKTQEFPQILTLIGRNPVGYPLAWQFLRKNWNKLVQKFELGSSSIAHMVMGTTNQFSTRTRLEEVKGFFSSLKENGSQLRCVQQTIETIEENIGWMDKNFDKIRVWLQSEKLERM
Xi reactivation: reactivates the inactive X chromosome in mouse fibroblasts | XiGFP mouse fibroblasts, % GFP-positive cells imaging, 3 d; cells co-treated with 5-aza-dC sensitizer; scaled so ellipticine positive control = 100% | activation, % at 7.58 µM | actives 0.055% (n = 360,000) | AID 743238;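 active means mean normalized replicate activation at least 10% and every replicate at or above 10%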;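 further: 0% = median of on-plate neutral control wells and 100% = ellipticine 6 µM median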
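Material: XiGFP fibroblasts, SV40-immortalized. Buffer or medium: DMEM plus 5-aza-dC sensitizer. Compound: single concentration per compound, delivered by pin transfer. Times: 3 days compound exposure. Controls: ellipticine 6 µM.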
LGR2 antag: Drosophila LGR2 receptor signaling inhibition | inhibition, % at 9.99 µM | AID 720647 | actives 0.35% (n = 380,000) | HEK293 LGR2, CRE-luciferase, bursicon-stimulated, 4 h;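 active means drop in luminescence signal, shown as inhibition above about 50% in the replicate tests, limit read from the data, passing the limit was not always enough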;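 further: agonist challenge used bursicon conditioned medium at about half maximal strength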
Cneo AK release: Cryptococcus neoformans lysis via adenylate kinase release; C. neoformans lysis, adenylate kinase release luminescence, 4 h; normalised: neutral wells 0, clomiphene wells 100; actives 0.2% (n = 360,000); lysis activity, % at 15 µM; AID 651654;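 active means mean lysis activity across replicates of at least 80%, whatever share of replicates individually reach that level; inactive means mean lysis activity below 80%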
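Test system: log-phase Cryptococcus neoformans yeast cells. Input: 5 × 10^6 yeast cells/mL. Medium: fresh YPD growth medium. Doses: single dose. Incubation: static 4 h at 37 °C with compound, 1 h detection. Measured by: luminescent adenylate kinase detection reagent. Read-out: signal increase indicating cell lysis. Benchmarks: Clomiphene.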
SIRT5 block: inhibitors of human sirtuin-5 desuccinylase | Purified SirT5, succinyl-peptide AMC, trypsin-coupled fluorescence | inhibition, % at 15 µM | actives 1.1% (n = 330,000); in the data active means inhibition above about 15%
PGC1a acetyl inh: modulators of PGC1a acetylation; AID 651687; actives 0.17% (n = 350,000); U2OS PGC1a acetylation, AlphaScreen anti-acetyl-lysine; with virally co-expressed GCN5 acetyltransferase; inhibition, % at 15.6 µM;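 active means every replicate shows inhibition of at least 40%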;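 further: 0% = neutral control wells and 100% = positive control wells; some results beyond the cut were filed as inactive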
S100A4 inh HTS: blocks human S100A4 binding to myosin IIA peptide; P26447; S100A4/TAMRA-MyoIIA peptide fluorescence polarization; inhibition, % at 10.7 µM; actives 0.14% (n = 360,000);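 active means mean inhibition of at least 70% across replicates, with every replicate also reaching that level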
Target sequence (P26447 whole entry, looked up): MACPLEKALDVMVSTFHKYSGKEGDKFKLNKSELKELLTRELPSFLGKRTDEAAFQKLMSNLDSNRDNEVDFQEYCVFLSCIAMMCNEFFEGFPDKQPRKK
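Material: human S100A4 monomer with TAMRA-labelled myosin IIA peptide; buffer or medium: HEPES pH 7.2 with CaCl2, KCl, NaCl, DTT, Triton; compound dosing: one concentration per compound; schedule: 5 min incubation before reading; benchmarks: neutral control DMSO, positive control TFP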
C2C12 statin: suppression of simvastatin myotoxicity; C2C12 myotubes + simvastatin, ATP luminescence, 48 h; scaled: DMSO 0, geranylgeraniol control 100; AID 602340; rescue of ATP level, % at 7.49 µM; actives 0.78% (n = 330,000);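 active means mean ATP rescue above about 67%, or every replicate alone reaching that limit, limit read from the data, passing the limit was not always enough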;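 further: myotubes were challenged with 10 µM simvastatin during compound exposure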
Numbers without * were called inactive; . = not tested or not shown; & = joins results of further samples. Not all compounds are listed (hit frequency here may not be typical).

SMILES	ERAP1 inh	Xi reactivation	LGR2 antag	Cneo AK release	SIRT5 block	PGC1a acetyl inh	S100A4 inh HTS	C2C12 statin
CN(C(=O)c1cccc(NC(=O)Cc2cccc(NC(=O)C3CCN(C(=O)C4CC4)CC3)c2)c1)C1CC1	.	0.0	-3.4	-0.7	-0.3	.	-2.0	13.8
O=C(O)c1cc(S(=O)(=O)N2CCN(C(=O)c3ccco3)CC2)c(Cl)cc1Cl	0.7	0.0	8.1	2.7	-1.2	.	0.0	-35.3
COc1cccc(S(=O)(=O)Nc2ccc3c(c2)[C@@H]2C[C@@H](CC(=O)NCc4ccccc4F)O[C@@H](CO)[C@@H]2O3)c1	-0.5	0.0	.	-0.3	-0.9	-13.3	5.3	-7.5
CN(CCO)CC(O)CN(c1ccccc1)c1ccccc1 (stereo not drawn)	-0.6	0.0	11.3	.	1.0	8.7	-2.5	13.7
COc1cc(/C=N/n2cnnc2)ccc1OS(=O)(=O)c1ccccc1[N+](=O)[O-]	-1.4	0.0	.	0.0	2.5	.	-4.8	.
COc1cc(NC(=O)C2CCC(CNc3c(N4CCC(C)CC4)c(=O)c3=O)CC2)cc(OC)c1 (stereo not drawn)	-2.1	0.2&0.0	4.8&-25.7	2.8	2.3	-14.8	-1.0&-3.6	2.6
Clc1ccc(-c2noc3c2-c2nc(Cc4cccc5ccccc45)sc2CC3)cc1	2.7	0.0	-25.5	-6.3	.	.	-4.4	6.4
C/C(CC(C)C)=N/Nc1ccc([N+](=O)[O-])cc1[N+](=O)[O-]	2.0	0.0	4.9	-4.6	0.7	0.0	3.1	6.3
C[C@@H]1CN([C@H](C)CO)C(=O)c2cc(-c3cccnc3)cnc2O[C@H]1CN(C)C(=O)c1ccccc1F	-0.3	-0.9	5.6	-4.3	-2.2	8.1	-9.4	-10.7
COc1ccc(N(CC(=O)NCCC2=CCCCC2)S(=O)(=O)c2ccc(C)cc2)cc1OC	5.4	0.1	10.8	.	-1.6	1.5	-1.3	.
CCCC(=O)Nc1ccc2c(c1)OC[C@@H](C)N(CC1CCOCC1)C[C@H](C)[C@@H](OC)CN(C)C2=O	-21.2	0.4	-20.6	9.1	3.0	-1.6	52.2	-5.6
O=C(CSc1ccccc1F)NNC(=O)c1ccncc1	3.2	0.2	1.3	-1.7	2.9	0.3	-1.5	17.8
O=C(Cn1ncc2c([nH]c3ccccc32)c1=O)N1CCc2ccccc2C1	-3.7	-0.1	3.3	-1.1	3.0	4.0	-1.7	0.6
O=S(=O)(c1ccc(Br)s1)N1CCN(c2ncccn2)CC1	-1.7	.	-12.0	3.4	-0.5	0.1	0.1	-3.7
CC(NC(=O)[C@H](C)NC(=O)c1ccco1)c1ccc(S(N)(=O)=O)cc1 (stereo partly drawn)	-1.1	0.3	-0.8	-1.4	-5.3	.	16.2	8.8
O=C(N[C@@H]1CC[C@H](CCn2cc(-c3ccccc3)nn2)O[C@H]1CO)c1ccccc1F	1.6	0.4	3.0	-4.0	3.0	-0.8	-27.9	8.2
O=C(COc1ccc(-c2nnco2)cc1)NC1CCS(=O)(=O)C1 (stereo not drawn)	-0.3	0.0	-10.6	-0.8	-0.2	-5.6	-8.1	1.9
CCS(=O)(=O)Nc1ccc2c(c1)C(=O)N(C)[C@H]1CC[C@@H](CC(=O)N[C@H]3CCN(Cc4ccccc4)C3)O[C@@H]1CO2	.	0.0	8.2	0.3	.	.	.	-13.6
Cn1ncc(Cl)c1C(=O)N1CCOCC1	-1.9	0.3	10.8	.	-1.4	-4.4	-2.2	9.9
O=C(NC1CCCCC1)c1ccc(N2CCOCC2)c([N+](=O)[O-])c1	-0.3	0.0	-11.7	2.8	0.2	.	1.7	-3.8
CC1(C)CCSC(/C=C/c2ccccc2)=N1	-0.2	0.1	14.1	-1.0	-1.1	-182.9	3.1	17.7
COc1ccc(C2C(C#N)=C(N)Oc3cc(O)ccc32)cc1 (stereo not drawn)	-14.1	0.1	1.8	-4.9	-4.4	25.5	-4.3	3.8
Cc1noc(C)c1NC(=O)N(C)C[C@@H]1Oc2c(NC(=O)Nc3cccc4ccccc34)cccc2C(=O)N([C@H](C)CO)C[C@H]1C	1.0	0.8	-12.9	6.6	0.9	3.3	5.4	-14.0
C[C@H](CO)N1C[C@H](C)[C@@H](CN(C)C(=O)Nc2ccc3c(c2)OCO3)Oc2c(NS(C)(=O)=O)cccc2C1=O	1.2	0.3	.	8.3	6.9	-2.9	-1.1	.
COc1ccc2cc(C(=O)C3CCCN(C(=O)c4cc(=O)n(C)c(=O)n4C)C3)ccc2c1 (stereo not drawn)	0.9	0.0	19.7	-10.2	-30.8	9.8	9.8	7.2
C[C@H](CO)N1C[C@H](C)[C@@H](CN(C)Cc2ccccc2C(=O)O)Oc2cc(-c3ccc(C(=O)N(C)C)cc3)ccc2S1(=O)=O	-3.5	-1.0	5.7	0.3	5.8	14.4	24.3	-6.4
CCc1nn(CC(=O)NCCCN2CCc3ccccc3C2)c(=O)c2cc3sccc3n12	.	0.0	0.5	5.0	.	8.5	9.1	-6.0
O=C(CCn1c(=O)oc2ccccc21)NCCCN1CCCC1=O	3.3	-0.1	-1.3	13.4	-9.1	.	-4.3	-5.6
CN(C)S(=O)(=O)c1ccc(Cl)c(NC(=O)COC(=O)/C=C/c2cnc3ccccc3n2)c1	-0.4	0.0	-1.0	1.9	-7.1	-14.2	14.8	-18.2
C[C@H](CO)N1C[C@H](C)[C@@H](CN(C)C(=O)Nc2ccc3c(c2)OCO3)Oc2c(NC(=O)Nc3ccc(F)cc3)cccc2C1=O	-10.8	-1.1	-5.9	-0.3	7.4	5.0	-2.0	.
C[C@H](CO)N1C[C@H](C)[C@@H](CN(C)C(=O)CN(C)C)Oc2ncc(-c3ccc(F)cc3)cc2C1=O	10.9	-0.9	6.5	-1.8	5.4	2.6	3.4	-9.4
Cc1c(CN2CCC(CO)(CC3CCCCO3)CC2)cnn1C (stereo not drawn)	0.5	0.0	2.9	.	-1.2	-11.6	6.2	9.6
O=C(C[C@@H]1C[C@H]2c3cc(NC(=O)NC4CCCCC4)ccc3O[C@H]2[C@H](CO)O1)NC1CCCCC1	6.0	0.2&0.0	2.4	-0.9	-1.8	.	-5.0	-5.7
COC(=O)c1ccccc1S(=O)(=O)N1CCC(C(=O)NC2CCCCC2)CC1	-1.7	0.0	-4.8	-0.8	-2.5	8.1	-3.0	6.0
O=C(Nc1ccon1)c1cccc(S(=O)(=O)N2CCCCC2)c1	-2.7	0.0	-40.7	.	-4.8	.	1.8	4.0
COc1ccccc1NC(=O)N1CCN(C)CC1	2.5	0.0	-2.6	.	0.0	.	1.0	.
COc1cccc(CNC(=O)CCC2CCCN(c3cc(C)nc(N)n3)C2)c1 (stereo not drawn)	-0.1	0.1	4.8	.	-0.5	.	4.6	.
COc1ccc(COCC(O)CN2CC(C)OC(C)C2)cc1OC (stereo not drawn)	-2.2	.	11.3	2.5	-1.8	-1.1	7.2	-15.8
CN(C)c1ccc2c(c1)[C@@H]1C[C@@H](CC(=O)NCc3ccc4c(c3)OCO4)O[C@@H](CO)[C@@H]1O2	-2.1	-0.1	13.3	-0.3	-1.0	-4.4	-7.5	-3.3
CCc1cccc(CC)c1-n1c(SCC(=O)c2c(N)n(C)c(=O)n(C)c2=O)nnc1-c1cccnc1	.	0.0	-3.2	3.3	.	1.0	.	-1.6

Five of these compounds, set out differently.
| molecule | ERAP1 inh | Xi reactivation | LGR2 antag | Cneo AK release | SIRT5 block | PGC1a acetyl inh | S100A4 inh HTS | C2C12 statin |
| --- | --- | --- | --- | --- | --- | --- | --- | --- |
| O=C(NC1CCCCC1)c1ccc(N2CCOCC2)c([N+](=O)[O-])c1 | -0.3 | 0.0 | -11.7 | 2.8 | 0.2 | . | 1.7 | -3.8 |
| CN(C)c1ccc2c(c1)[C@@H]1C[C@@H](CC(=O)NCc3ccc4c(c3)OCO4)O[C@@H](CO)[C@@H]1O2 | -2.1 | -0.1 | 13.3 | -0.3 | -1.0 | -4.4 | -7.5 | -3.3 |
| Cc1noc(C)c1NC(=O)N(C)C[C@@H]1Oc2c(NC(=O)Nc3cccc4ccccc34)cccc2C(=O)N([C@H](C)CO)C[C@H]1C | 1.0 | 0.8 | -12.9 | 6.6 | 0.9 | 3.3 | 5.4 | -14.0 |
| O=C(C[C@@H]1C[C@H]2c3cc(NC(=O)NC4CCCCC4)ccc3O[C@H]2[C@H](CO)O1)NC1CCCCC1 | 6.0 | 0.2&0.0 | 2.4 | -0.9 | -1.8 | . | -5.0 | -5.7 |
| O=C(CSc1ccccc1F)NNC(=O)c1ccncc1 | 3.2 | 0.2 | 1.3 | -1.7 | 2.9 | 0.3 | -1.5 | 17.8 |

Further records:
SMILES	ERAP1 inh	Xi reactivation	LGR2 antag	Cneo AK release	SIRT5 block	PGC1a acetyl inh	S100A4 inh HTS	C2C12 statin
CCCC(=O)Nc1nc(C)c(-c2csc(Nc3ccc(Cl)cc3)n2)s1	.	-0.1	-5.4	1.5	.	.	-0.9	-18.7
CC1Cc2nc(SCC(=O)N3CCCC3)n(C)c(=O)c2S1 (stereo not drawn)	5.9	0.0	5.5	-2.0	13.4	.	2.0	6.0
C[C@@H]1CN([C@@H](C)CO)C(=O)c2cccc(NC(=O)NC3CCCCC3)c2O[C@H]1CN(C)S(=O)(=O)c1ccc(F)cc1	1.1	-1.2	-11.9	-2.4	-0.1	-3.3	6.8	4.3
CCC(=O)N1C[C@H](O)COC[C@H]2O[C@H](CC(=O)NCc3cc(F)cc(F)c3)CC[C@@H]21	-0.4	0.0	-0.5	60.1	6.8	14.8	88.4*	7.9
C[C@H]1CN([C@@H](C)CO)C(=O)c2cccc(NC(=O)c3ccc(-c4nccs4)cc3)c2O[C@H]1CN(C)Cc1ccc(Oc2ccccc2)cc1	-4.9	-0.9	8.5	-4.2	21.0*	12.9	-0.8	-25.5
O=C(COc1cc2oc(=O)cc(-c3ccccc3)c2cc1Cl)NC(Cc1c[nH]c2ccc(O)cc12)C(=O)O (stereo not drawn)	7.3	.	12.7	1.4	3.6	11.1	1.5	-0.3
Cc1cc(S(=O)(=O)n2[nH]c(=O)c(CCO)c2C)c(Cl)cc1Cl	-2.5	0.3	-16.4	6.7	-2.5	-18.3	-2.2	2.7
CNC(=O)c1ccc2snnc2c1	-2.9	0.3	0.5	-0.4	0.9	2.8	-2.3	10.1
CC1(C)OC(=O)N(CC(=O)Nc2cccc(C(F)(F)F)c2)C1(C)O (stereo not drawn)	1.0	0.0	-0.7	-2.1	-5.8	9.9	-1.0	1.5
CCCN1CCCCC(NC(=O)c2cccs2)C1=O (stereo not drawn)	-1.6	0.4	21.9	.	.	.	-4.5	.
CCOc1cccc(-c2c(C(=O)N/N=C(\C)c3ccncc3)nnn2-c2nonc2N)c1	-1.2	0.0	-3.6	-0.6	7.1	2.6	7.1	-0.6
CC[C@H]1C/C=C\Cc2ccccc2[C@@H](C(=O)C[C@@H](O)CC(C)=O)OC1=O	7.8	0.1	10.9	0.8	17.7*	12.7	-1.3	-8.1
Oc1ccc2ccccc2c1C=Nc1ccc(Cl)cn1	7.7	0.3	-9.7	.	-6.7	.	2.7	.
COc1ccc(S(=O)(=O)N(C)C[C@H]2OCCCC[C@H](C)Oc3ccc(NC(=O)Cc4ccccc4)cc3C(=O)N([C@H](C)CO)C[C@H]2C)cc1	-2.3	0.1	-0.5	-4.7	2.2	-5.6	-5.9	.
CCC(=O)N1C[C@@H](C)[C@H](OC)CN(C)C(=O)c2cc(NS(=O)(=O)CC)ccc2OC[C@@H]1C	0.0	0.2	1.2	-3.1	-4.7	9.2	19.6	1.9
